CHX counter: Cycloheximide Counterscreen for Small Molecule Inhibitors of Shiga Toxin | cell reporter, cycloheximide protein synthesis inhibition counterscreen | max response, % | 12% of 300,000 active | AID 2314, 2010; in the data active = max response mostly above about 13%, no sharp cut-off; inactive = mostly below about 14%; also: read at 38.3 µM for the half of the compounds with a filed dose; 0% is about no effect
Shiga inhibitor: A qHTS for Small Molecule Inhibitors of Shiga Toxin; 9.2% of 290,000 active; Vero cells, Shiga toxin protein synthesis inhibition reporter; inhibition, % at 38.7 µM; in the data active = inhibition mostly above about 28%, no sharp cut-off; inactive = mostly below about 43%; also: 0% is about no effect
Pf growth 96h: Primary qHTS for delayed death inhibitors of the malarial parasite plastid, 96 hour incubation; P. falciparum luciferase reporter growth, 96 h; Potency, µM (doses to about 28.7 µM), for inactives: at the top dose activity change, negative = inhibition, hits mostly inhibitors; 6.9% of 320,000 active; AID 504834, 2011; also: potency is read from the fitted curve at half-maximal effect; % is scaled to controls: 0 for no effect and ±100 for the full control effect
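Delayed-death screen, second-generation endpoint: infected erythrocytes, 2% hematocrit, 0.05% parasitemia final; 96 hours at 37 C, 5% CO2; luciferase detection reagent; luminescence decrease equals reduced growth.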
Tb PYK inh: qHTS of Trypanosoma Brucei Inhibitors | pyruvate kinase (Trypanosoma brucei), Q57TT1 | 0.12% of 410,000 active | TbPYK enzyme, Kinase-Glo Plus ATP luminescence, 45 min | AID 624173, 2012 | Potency, µM (highest dose often 76.8 µM), for inactives: at the top dose activity, negative = inhibition, actives largely listed as inhibitors; also: potency is read from the fitted curve at half-maximal effect; % is scaled to controls: 0 for no effect and ±100 for the full control effect; nearly all actives have a fitted effect of over 50% in size
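Glycolytic pyruvate kinase of T. brucei was incubated with substrate, test compound and 130 uM ADP for 45 minutes at room temperature. Luminescent Kinase-Glo Plus signal was measured after 10 minutes.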
AmpC inh no detg: qHTS Inhibitors of AmpC Beta-Lactamase (assay without detergent); AID 485341, 2010; 0.52% of 330,000 active; P00811; AmpC nitrocefin hydrolysis, absorbance 480 nm, 0.0001% Triton; Potency, µM (top dose mostly 57.1 µM), for the others: top-dose activity change, negative = inhibition, hits mostly inhibitors;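 also: potency is read from the fitted curve at half-maximal effect; plate controls were no compound for no effect and no enzyme for full effect; nearly all actives have a fitted effect of over 20% in size; some results filed as inactive show a strong effect at the top dose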
Target sequence (P00811 whole entry, looked up): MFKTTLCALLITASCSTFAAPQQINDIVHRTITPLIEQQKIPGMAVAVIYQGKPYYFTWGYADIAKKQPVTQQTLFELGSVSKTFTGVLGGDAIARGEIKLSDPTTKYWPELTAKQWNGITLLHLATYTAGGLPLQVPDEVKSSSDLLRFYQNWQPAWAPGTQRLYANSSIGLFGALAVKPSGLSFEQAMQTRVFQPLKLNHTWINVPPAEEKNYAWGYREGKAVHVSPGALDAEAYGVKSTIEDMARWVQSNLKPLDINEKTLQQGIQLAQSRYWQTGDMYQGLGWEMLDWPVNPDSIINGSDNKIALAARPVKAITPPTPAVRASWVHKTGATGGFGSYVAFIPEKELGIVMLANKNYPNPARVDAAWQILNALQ
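20 mM phosphate pH 7.0 + 0.01% (detergent screen) or 0.0001% Triton X-100; 5.3 nM AmpC reagent; cpd preinc 15 min RT; nitrocefin (800 uM stock) to start; A480 q20 s × 4 min; Activity was normalised to no-enzyme and no-compound control wells.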
LmPK inh: qHTS Assay for Inhibitors of Leishmania Mexicana Pyruvate Kinase (LmPK) | Q27686 | purified LmPK, Kinase-Glo ATP luminescence, 1 h | Potency, µM (titrated, usually from 57.5 µM), inactives show at the highest dose activity change, negative = inhibition, most hits filed as inhibitors | 0.37% of 290,000 active; also: potency is read from the fitted curve at half-maximal effect; % is scaled to controls: 0 for no effect and ±100 for the full control effect
Target sequence (Q27686 whole entry, looked up): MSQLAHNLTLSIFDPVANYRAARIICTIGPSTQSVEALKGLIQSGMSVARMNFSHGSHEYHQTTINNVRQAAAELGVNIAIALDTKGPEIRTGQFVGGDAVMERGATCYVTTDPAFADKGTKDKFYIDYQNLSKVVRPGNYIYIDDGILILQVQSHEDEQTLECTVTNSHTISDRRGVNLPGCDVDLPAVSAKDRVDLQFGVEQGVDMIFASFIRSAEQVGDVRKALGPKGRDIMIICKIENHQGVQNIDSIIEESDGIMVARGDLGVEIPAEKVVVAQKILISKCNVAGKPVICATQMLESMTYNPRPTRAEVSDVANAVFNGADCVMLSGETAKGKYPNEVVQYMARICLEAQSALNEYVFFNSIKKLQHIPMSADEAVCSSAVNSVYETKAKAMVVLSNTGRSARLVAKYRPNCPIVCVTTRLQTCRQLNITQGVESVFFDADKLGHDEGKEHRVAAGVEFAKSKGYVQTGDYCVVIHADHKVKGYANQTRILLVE
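In 50 mM imidazole pH 7.2 with 7 mM MgCl2, LmPK (0.1 nM) turned over PEP (0.5 mM) and ADP (0.1 mM) for 1 h at room temperature. Luciferase read-out of ATP.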
Pf growth 48h: Primary qHTS for delayed death inhibitors of the malarial parasite plastid, 48 hour incubation. Potency, µM (doses to about 28.7 µM), without a hit: top-dose activity change, negative = inhibition, hits mostly inhibitors. P. falciparum luciferase growth in erythrocytes, 48 h. 5.9% of 310,000 active; also: potency is read from the fitted curve at half-maximal effect; % is scaled to controls: 0 for no effect and ±100 for the full control effect
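Here the parasites carry a stable luciferase gene and grow inside erythrocytes in Albumax-based RPMI medium with compound for one erythrocytic cycle. Activity is scored as loss of luminescent signal.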
Starred values were filed as active, the others as inactive; ? = inconclusive; / = not tested or not shown; [ ] = another dose, or the depositor's remark. Unless noted, calls follow the shape of the dose curve; as a rule, active = well fitted curve in the direction sought with a large enough effect; inconclusive = small, poorly fitted or top-dose-only effect, or another doubt; inactive = no such curve, though single readings can be large; an effect the other way counts as inactive or inconclusive.

Compound	CHX counter	Shiga inhibitor	Pf growth 96h	Tb PYK inh	AmpC inh no detg	LmPK inh	Pf growth 48h
CC(Oc1ccccc1)C(=O)N1CCCc2ccccc21 (stereo not given)	0	11	/	-1%	-1%	0%	11%
O=C(Nc1ccc2c(c1)OCO2)C1CC(c2ccccc2Cl)=NO1 (stereo not given)	20	48*	4%	0%	-9%	-1%	96%[activator]
Cc1ccc(N2NC(=O)/C(=C\c3cc4c(cc3[N+](=O)[O-])OCO4)C2=O)cc1C	-1	-12	0%	?	-24%	0%	10µM*
CN(C(=O)CCc1nnc(CCCCc2ccccc2)o1)C1CC(C)(C)NC(C)(C)C1	-4	-11	3%	1%	-9%	-8%	-7%
CCOC(=O)Cc1nnc(NC(=O)c2ncn[nH]2)s1	-2	-9	6%	4%	-11%	-8%	6%
CCCC(CCC)c1nnc(NC(=O)c2ccco2)s1	4	15	126%[activator]	-2%	12%	10%	?
CCc1c(O)nc(SCC(N)=O)n(-c2ccccc2F)c1=O	-2	-2	-25%	4%	-10%	-1%	1%
N#CCCn1cc(C(=O)CN2C(=O)NC3(CCCCCC3)C2=O)c2ccccc21	/	/	?	3%	1%	/	?
CCOC(=O)C(C)Sc1nnc(NC(=O)c2cccc([N+](=O)[O-])c2C)s1 (stereo not given)	-8	-14	?	-4%	-13%	0%	-6%
c1ccc(C[n+]2ccccc2)cc1	/	/	?	-4%	-12%	/	?
O=C(COc1ccc(Cl)cc1[N+](=O)[O-])N1CCCCC1	5	38	-16%	-13%	-7%	3%	-7%
N=c1c(C(=O)NCc2ccccc2)cc2c(=O)n3ccccc3nc2n1Cc1ccco1	-8	-14	0%	-4%	35%	-10%	/
Cn1c2ccccc2c2c(C(=O)N3CCN(c4ccc(F)cc4)CC3)cn(C3CCCC3)c(=O)c21	-4	-26	19%	0%	61%[activator]	-1%	10µM*
CN(C)CCCO/N=C(\c1ccccc1)c1ccncc1	-3	4	?	22%	-1%	-7%	2%
Cc1ccc(-n2ncc3c(=O)n(CC(=O)N4CCCCCC4)cnc32)cc1	-3	9	/	1%	0%	5%	-4%
NNC(=O)CC(=O)NC1(Cc2ccc(O)cc2)CCCCC1	-1	7	21%	-7%	-5%	2%	?
Cc1cc(NS(=O)(=O)c2ccc(Nc3nc(-c4sc(C)nc4C)cs3)cc2)no1	-3	15	2%	/	-40%	12%	/
CC1CC(C)CN(c2ccc(S(=O)(=O)N3CCOCC3)cc2)C1 (stereo not given)	7	14	0%	-7%	69%[activator]	0%	5%
Cc1ccc2c(C)c(C(=O)N(C)Cc3ccncn3)oc2c1C	-3	4	74%[activator]	-6%	14%	1%	0%
CCCCN(C(=O)C1CC1)C1CCS(=O)(=O)C1 (stereo not given)	/	/	59%[activator]	-11%	23%	/	31%[activator]
CC(=O)Nc1ccc(-c2cc(-c3ccccc3)nc(-c3ccccc3)n2)cc1	5	-4	1.3µM*	-5%	-2%	2%	?
O=C(COC(=O)CN1C(=O)COc2ccccc21)NC1CCCCC1	/	/	?	5%	0%	/	15%
CCCc1cc(=O)oc2c(C)c(OCC(=O)N3CCC(C(=O)O)CC3)ccc12	-3	-5	?	4%	-17%	-10%	1%
CSc1cccc(N=C2C(=O)Nc3ccccc32)c1	-3	3	34%[activator]	-2%	-13%	0%	?
CCOC(=O)N1CCN(C(=O)c2cn(CC)c3ccc(S(=O)(=O)N4CCCCC4)cc3c2=O)CC1	-6	20	23%	3%	-6%	-1%	-11%
CCc1ccc(C(=O)COC(=O)c2cccs2)cc1	23*	52	/	-15%	-28%	16µM*	166%[activator]
CCN(CC)C(=O)CSc1nc2cc3c(cc2c(=O)n1CCCC(=O)NCCc1ccc(OC)c(OC)c1)OCO3	5	3	-19%	-5%	163%[activator]	3%	?
CCCCN(C)C(=O)CCCc1c[nH]c2ccccc12	17*	42*	14%	-6%	4%	8%	?
Cc1ccc2cc3c(NC(=O)c4ccco4)nn(CC(C)C)c3nc2c1	-1	34	?	-3%	-6%	1%	-13%
O=C(CC(C(=O)O)C1CCCO1)NCCc1ccc2c(c1)OCO2 (stereo not given)	-5	-10	40%[activator]	1%	-7%	4%	29%
Cc1nc2scc(-c3cccs3)c2c(=O)o1	-4	21	-18%	2%	-18%	3%	-6%
O=C(CCC(=O)Nc1ccccc1Cl)NNS(=O)(=O)c1ccc(Cl)cc1	-2	-2	-2%	8%	-2%	-11%	3%
COc1ccc(CNC(=O)C2CCN(S(=O)(=O)c3ccc4c(c3)CC(C)N4C(C)=O)CC2)cc1 (stereo not given)	3	14	12µM*	-4%	28%	1%	?
C=C1SC(=Nc2ccccc2Cl)N(C(=O)c2sc3ccccc3c2Cl)C1(C)C	50*	99*	?	7%	-11%	13%	?
COc1ccc(N2C(=O)c3ccccc3NC2c2ccc(OC)c(Cn3cc([N+](=O)[O-])cn3)c2)cc1 (stereo not given)	22	32	44%[activator]	-2%	-20%	8%	?
CCCOC(=O)/C(C)=N\NC(=O)c1ccco1	64*	154*	-36%	-7%	-1%	-3%	/
O=C(O)/C=C\C(=O)Nc1ccc(Oc2ccc(Br)cc2)cc1	-1	30	10%	-4%	-47%	3%	1%
COc1ccc(C2=NCN(c3ccc(C)cc3)C(=S)N2)cc1	36*	42	7%	4%	-41%	-1%	/
COc1ccc(CNC(=O)NC2CCCCC2)cc1	26*	33*	-5%	11%	-13%	-1%	111%[activator]
CCOCCCn1c(=NC(=O)c2ccco2)c(C(=O)OCC)cc2c(=O)n3cccc(C)c3nc21	-3	-7	?	-3%	12%	6%	0%
CCOc1ccc(C(=O)NCC(=O)OC(C)C(=O)NCc2ccco2)cc1OCC (stereo not given)	1	27	-13%	-11%	2%	6%	/
Cc1ccc(C)c(-n2cc(CN3CCCN(C=O)CC3)c(-c3ccccc3)n2)c1	0	7	?	1%	127%[activator]	2%	-1%
S=c1[nH]c(-c2ccccc2)cn1-c1ccccc1	16	21	?	?	-41%	?	-19%
Cc1ccc(-n2c(C)nnc2SC(C)C(=O)N2CCCC2)cc1 (stereo not given)	-5	-4	-5%	-1%	-8%	2%	4%
COc1ccccc1-n1cnc2cc(NC(C)=O)ccc21	1	-13	/	-5%	-11%	-11%	-22%
Cc1c(C)[n+](=O)c2c(n1[O-])CCCCC2	1	-3	144%[activator]	3%	-14%	-3%	36%[activator]
CC(C)CC(NC(=O)C(NC(=O)C1CCC(=O)N1C(=O)OCc1ccccc1)C(C)C)C(=O)N1CCCC1C(N)=O (stereo not given)	-4	-5	?	-17%	35%	5%	16%
COC(=O)C1=NN(c2ccccc2OC)C2C(=O)N(c3ccccc3OC)C(=O)C12 (stereo not given)	-1	-12	18%	4%	-16%	-1%	-2%
O=C(CNC(=O)/C=C/c1ccccc1)N=Nc1c(O)n(Cc2ccccc2)c2ccccc12	0	-13	-11%	/	-26%	0%	-13%
CC(C)n1c(O)c(N=NC(=O)C2COc3ccccc3O2)c2ccccc21 (stereo not given)	8	-4	139%[activator]	-9%	-13%	0%	?
Cc1ccc(Cl)c(OCC(=O)Nc2ccc3c(c2)OCCO3)c1	52*	112*	/	6%	?	9%	113%[activator]
COc1cc(S(=O)(=O)n2cnc(C)c2)ccc1Cl	1	-3	29%	5%	12%	2%	24%
Clc1ccc(Nc2nc3ccccc3n3nnnc23)cc1	12	2	/	10%	-18%	0%	?
COc1ccc(C(=O)C[n+]2cccc(C(N)=O)c2)cc1	-3	2	?	1%	-14%	4%	12%
COc1cccc2c1OC1(CCN(C(C)C)CC1)N1N=C(c3cccnc3)CC21 (stereo not given)	53*	90*	83%[activator]	-1%	71%[activator]	-5%	65%[activator]
O=C(Nc1cc(Cl)ccc1Oc1ccccc1)c1ccccc1F	4	14	-3%	13%	-26%	2%	?
CC(C)C/C(=N/O)c1c[nH]c2ccccc12	2	24	-30%	-5%	-12%	2%	/
COc1cc(NC(=O)CCc2nnc3ccc(N4CCN(C)CC4)nn23)cc(OC)c1	12	10	18%	7%	-11%	-10%	8%
CNC(=O)c1[nH]cnc1C(=O)Nc1ccc(F)cc1	-2	-3	0%	-9%	-23%	-4%	38%[activator]
CCn1c(=O)c(-c2nc3ccccc3[nH]2)c(O)c2ccccc21	22*	35	?	-1%	-15%	5%	-17%

Later entries.
Compound	CHX counter	Shiga inhibitor	Pf growth 96h	Tb PYK inh	AmpC inh no detg	LmPK inh	Pf growth 48h
CC(=O)N/C(=C\c1ccc(F)cc1)C(=O)OCc1ccccc1	-3	-3	?	-19%	7%	0%	3%
Cc1ccc(S(=O)(=O)NCc2ccc(C(=O)NC3CCC(O)CC3)cc2)cc1C (stereo not given)	/	/	?	-2%	-13%	/	?
COc1ccc(NC2C=CS(=O)(=O)C2)cc1 (stereo not given)	1	-10	13%	-8%	/	-5%	-1%
Cc1ccccc1NC(=O)C1c2ccccc2Oc2ccccc21	0	-6	5%	-3%	-20%	-5%	-6%
Cc1cc(NC(=O)CCC(=O)N(CCc2ccccc2)C(C(=O)NC2CCCC2)c2ccco2)no1 (stereo not given)	-2	-14	/	-2%	10%	0%	?

Four entries from above, with values under each structure:
The line under a structure holds: CHX counter | Shiga inhibitor | Pf growth 96h | Tb PYK inh | AmpC inh no detg | LmPK inh | Pf growth 48h
> COc1cc(NC(=O)CCc2nnc3ccc(N4CCN(C)CC4)nn23)cc(OC)c1
    12 | 10 | 18% | 7% | -11% | -10% | 8%
> COc1cc(S(=O)(=O)n2cnc(C)c2)ccc1Cl
    1 | -3 | 29% | 5% | 12% | 2% | 24%
> COc1cccc2c1OC1(CCN(C(C)C)CC1)N1N=C(c3cccnc3)CC21 (stereo not given)
    53* | 90* | 83%[activator] | -1% | 71%[activator] | -5% | 65%[activator]
> COc1ccc(C(=O)C[n+]2cccc(C(N)=O)c2)cc1
    -3 | 2 | ? | 1% | -14% | 4% | 12%

Compound activity from PubChem.
